ERG Ets-DNA blk: inhibitors of human ERG Ets domain-DNA interaction; P11308; fluorescence polarization, His-ERG Ets domain / labelled DNA; Potency, µM (highest dose often 76.9 µM), for inactives: at the highest dose FP activity, negative = inhibition, usual class: inhibitors; 0.028% of 370,000 active; active means well fitted inhibition curve with a large enough effect in the polarisation, with a control signal flat; inconclusive means small, poorly fitted or top-dose-only effect, or effect the other way, or a change in a side signal; inactive means no such curve, though single readings can be large or run the other way; the % refers to the polarisation;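 further: polarization taken with two DNA probes labelled with fluorescein and Texas red; potency means the concentration at half of the fitted maximal effect; % of control where 0% means no effect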
Target sequence (P11308 whole entry, looked up, the tested form may be a part): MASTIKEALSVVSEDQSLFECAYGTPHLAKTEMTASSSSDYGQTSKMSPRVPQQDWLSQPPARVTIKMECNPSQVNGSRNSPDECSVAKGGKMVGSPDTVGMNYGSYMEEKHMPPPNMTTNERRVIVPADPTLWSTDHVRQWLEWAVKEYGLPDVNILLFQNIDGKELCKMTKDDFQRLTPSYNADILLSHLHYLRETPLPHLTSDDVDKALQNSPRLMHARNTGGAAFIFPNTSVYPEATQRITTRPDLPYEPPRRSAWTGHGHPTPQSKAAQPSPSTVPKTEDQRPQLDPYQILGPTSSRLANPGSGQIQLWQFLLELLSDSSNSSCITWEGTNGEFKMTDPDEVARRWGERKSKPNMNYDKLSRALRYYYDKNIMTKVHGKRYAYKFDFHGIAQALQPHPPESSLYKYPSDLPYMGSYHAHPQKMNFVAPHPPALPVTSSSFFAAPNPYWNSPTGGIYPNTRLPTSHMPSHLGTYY
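His-tagged ERG Ets domain (1 uM in the protein solution; 300mM KCl, 50mM Tris-HCl, 1mM EDTA, 1mM DTT, pH 7.5) received compound, then a probe mix of 5 nM fluorescein-DNA and 100nM Texas-615-DNA. Fluorescence polarization was read for both dyes.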
POLH inh: blocks human DNA polymerase eta activity. recombinant Pol eta, fluorescent DNA replication assay. AID 588591. 1.2% of 390,000 active. Potency, µM (highest dose often 114 µM), for the others: at the top dose activity change, negative = inhibition, actives largely listed as inhibitors. Q9Y253; further: potency means the concentration at half of the fitted maximal effect; on the % scale 0 is the no-effect control and ±100 the full control effect
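Fluorescent replication assay: 50 nM final substrate added after a 15 min room-temperature compound preincubation with 10 nM enzyme. Signal taken at 0 min and again at 10 min.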
Pol beta inh: blocks human DNA polymerase beta activity; Pol beta primer extension/strand displacement, fluorescence kinetic; AID 485314; Potency, µM (series often up to 114 µM), for inactives: at the highest dose activity change, negative = inhibition, usual class: inhibitors; 1.3% of 340,000 active; P06746; further: potency means the concentration at half of the fitted maximal effect; on the % scale 0 is the no-effect control and ±100 the full control effect
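Values derive from four-parameter Hill fits of normalized kinetic data: reads at 0 and 10 min following addition of 50 nM substrate to 10 nM Pol beta preincubated 15 min with compound.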
LDHA block: LDHA (human) enzyme inhibition | P00338 | purified LDHA, NADH/diaphorase-resazurin fluorescence; stronger effect = lower value | activity change, % (values are at about 110 or 230 µM) | 0.15% of 480,000 active | AID 1347041; in the data active means activity change below about -30%; inconclusive means mostly about -25% to -30%;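 further: plate controls were DMSO wells for no effect and wells without enzyme for full effect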
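Resorufin fluorescence (ex540/em590), read at 0 and 20 min after diaphorase/resazurin addition, reports the NADH left after a 5 min room-temperature reaction of 2 nM human LDH5 with 0.06 mM NADH and 0.2 mM pyruvate.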
RGS4 inh: inhibitors of human regulator of G protein signaling 4. Potency, µM (doses to about 114 µM), for the others: at the highest dose activity change, negative = inhibition, usual class: inhibitors. P49798. 0.039% of 390,000 active. Transcreener GDP fluorescence polarization, RGS4-accelerated GTP hydrolysis; further: potency means the concentration at half of the fitted maximal effect; on the % scale 0 is the no-effect control and ±100 the full control effect; nearly all actives have a fitted effect of over 75% in size; some results filed as inactive show a strong effect at the top dose
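MLSMR compounds (23 nl, pin-transferred) preincubated 10 min at room temperature with a 500nM (2x) first reagent, then RGS4 at 900nM (2x) plus Transcreener GDP mix added; fluorescence polarization (620/688 nm) read before and after 90 min at 30 °C.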
ALOX12 inh: inhibitors of human 12S-lipoxygenase ALOX12 | Potency, µM (series often up to 108 µM), inactives show top-dose activity change, negative = inhibition, hits mostly inhibitors | 1.1% of 580,000 active | P18054 | purified 12hLO, xylenol orange hydroperoxide absorbance; further: potency means the concentration at half of the fitted maximal effect; on the % scale 0 is the no-effect control and ±100 the full control effect
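Purified human 12hLO (150 nM final) in 25 mM Hepes, 0.01% Triton X-100, pH 7.0 was preincubated 15 min at room temperature with compound. Then 40 uM arachidonic acid was added, 30 min. Hydroperoxide was read by Fe-XO absorbance ratio 573/405 nm.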
Apoferritin bind: candidate novel general anesthetic via apoferritin binding; P02791; apoferritin/1-aminoanthracene competitive binding, fluorescence; Potency, µM (highest dose often 77.5 µM), for inactives: at the top dose activity change, negative = displacement, usual class: inhibitors; 0.074% of 350,000 active; AID 485281; further: potency means the concentration at half of the fitted maximal effect; on the % scale 0 is the no-effect control and ±100 the full control effect; nearly all actives have a fitted effect of over 20% in size
Target sequence (P02791 2-175 limits assumed): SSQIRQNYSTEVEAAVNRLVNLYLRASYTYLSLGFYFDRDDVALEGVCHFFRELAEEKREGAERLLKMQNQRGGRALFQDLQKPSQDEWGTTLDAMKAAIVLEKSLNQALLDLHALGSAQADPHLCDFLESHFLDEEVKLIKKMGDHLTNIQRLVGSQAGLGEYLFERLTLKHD
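Read-out: endpoint 1-AMA fluorescence, excitation 380 nm and emission 535 nm, after compounds sit 10 min at room temperature with 10 uM horse-spleen apoferritin in 50% saturated 1-AMA/PBS. Values come from four-parameter Hill fits.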
APEX1 inh: APE1 (human) endonuclease inhibition; P27695; recombinant APE1, TAMRA/BHQ-2 abasic DNA cleavage fluorescence; Potency, µM (doses to about 65.8 µM), for the others: at the highest dose activity change, negative = inhibition, hits mostly inhibitors; 0.35% of 350,000 active; AID 2517;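 further: potency means the concentration at half of the fitted maximal effect; plate controls were vehicle for no effect and reference inhibitor for full effect; nearly all actives have a fitted effect of over 55% in size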
Target sequence (P27695 whole entry, looked up): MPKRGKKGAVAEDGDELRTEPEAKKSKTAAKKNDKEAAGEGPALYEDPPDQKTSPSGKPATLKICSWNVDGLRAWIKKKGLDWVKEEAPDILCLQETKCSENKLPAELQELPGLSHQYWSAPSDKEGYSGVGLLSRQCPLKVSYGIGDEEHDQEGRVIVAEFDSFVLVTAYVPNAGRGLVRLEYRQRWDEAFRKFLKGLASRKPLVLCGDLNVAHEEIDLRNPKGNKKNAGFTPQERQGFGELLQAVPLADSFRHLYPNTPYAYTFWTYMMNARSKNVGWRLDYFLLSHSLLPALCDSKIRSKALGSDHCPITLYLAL
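APE1 at 0.75 nM final was preincubated with compound 15 min at room temperature, then 50 nM double-stranded THF abasic-site substrate (5'-TAMRA/3'-BHQ-2) was added. Fluorescence (ex 525/em 598 nm) was read kinetically; third-minus-first read gave activity.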
POLK inh: inhibitors of human DNA polymerase kappa; purified Pol kappa, fluorescent DNA synthesis assay, 10 min; Potency, µM (doses to about 107 µM), inactives show at the highest dose activity, negative = inhibition, most hits filed as inhibitors; 0.53% of 400,000 active; further: potency means the concentration at half of the fitted maximal effect; on the % scale 0 is the no-effect control and ±100 the full control effect
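10 nM Pol kappa was preincubated with compounds for 15 min at room temperature. Reaction started with 50 nM (final) substrate. Fluorescence read kinetically at 0 and 10 min.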
Numbers without * were called inactive; ? = inconclusive; . = no result given; & = joins results of further samples; [ ] = another dose, or the depositor's remark. Unless noted, the call rests on the fitted dose curve; in most records, active means well fitted curve in the direction sought with a large enough effect; inconclusive means small, poorly fitted or top-dose-only effect, or another doubt; inactive means no such curve, though single readings can be large; an effect the other way counts as inactive or inconclusive. The list is partial; rates above refer to the full screens.

Order of values – POLK inh	POLH inh	APEX1 inh	RGS4 inh	Apoferritin bind	LDHA block	ERG Ets-DNA blk	ALOX12 inh	Pol beta inh
1. Cc1ccc(S(=O)(=O)CCC(=O)OCC(=O)N2CCN(S(=O)(=O)c3ccc(Cl)cc3)CC2)cc1
→ 5%	-15%	44%	4%	-7%	-7	-6%	13%	11%
2. O=S1(=O)CCOC[C@H](CC2CCCCC2)N1Cc1cccc(Cl)c1
→ -11%&-3%	-24%	19%	14%	37%[activator]	0	-14%	?	-12%
3. CC(C)(C)C(=O)Nc1ccc(Oc2ccc3c(c2)C(=O)N(c2ccc(O)cc2)C3=O)cc1
→ -15%	-15%	-11%	-7%	-21%	-15	5%	-9%	-6%
4. CC1CCC(NC(=O)C2c3ccccc3C(=O)N2CCCN2CCOCC2)CC1 (centres undefined)
→ -8%	13%	-1%	-5%	-6%	-6	7%	0%	10%
5. CCOCC(=O)Nc1cc(Cl)ccc1C
→ -9%	-21%	-2%	2%	-7%	-5	1%[15.4 µM]	9%	1%
6. O=C(CN1C(=O)C2CC=CCC2C1=O)Nc1ccc(-c2nnc3n2CCCCC3)cc1 (centres undefined)
→ -4%	12%	-7%	19%	-11%	-3	3%	-17%	-6%
7. COCCCn1c(C)cc(C(=O)COC(=O)CCc2nc3ccccc3c(=O)[nH]2)c1C
→ -5%	-3%	2%	14%	-7%	-8	4%	-10%	5%
8. O=C(c1ccco1)N1CCN(S(=O)(=O)c2ccc(Cl)s2)CC1
→ 2%	-4%	3%	-1%	-11%	0	.	0%	9%
9. O=C(CSc1ncccn1)NCc1ccccc1
→ -13%	0%	1%	-18%	-7%	-5	3%	-26%	19%
10. COc1cc(C(=O)Nc2cc(C)ccn2)cc(OC)c1OC
→ 2%	-9%	-7%	-36%	-3%	-8	1%	-22%	-6%
11. COc1ccc(/C=C2/SC(=O)N(CC(=O)NCCC(C)C)C2=O)cc1OC
→ -12%	-5%	-2%	-1%	-7%	-6	-2%	-14%	33%[activator]
12. CC1(C)CC(=O)C2=C(C1)Oc1ncn(CCCn3ccnc3)c(=N)c1C2c1ccccc1 (centres undefined)
→ 1%	6%	-3%	19%	-17%	-5	.	5%	-2%
13. COc1ccc(Cl)cc1NS(=O)(=O)c1cc(-c2cc(C)no2)ccc1C
→ -1%	-2%	.	0%	-7%	0	3%	-28%	-7%
14. Cc1nn(-c2ccccc2)c2c1C(c1cccnc1)N1C=C(S(=O)(=O)N3CCCCC3)C=CC1=N2 (centres undefined)
→ -15%	-16%	2%	-11%	?	-5	-7%	?	25%
15. Cc1cc(C)n(CCc2nc3c4ccccc4nc(N4CCN(c5ccccc5)CC4)n3n2)n1
→ -4%	1%	.	23%	-3%	-3	-1%	2%	-1%
16. CCc1ccccc1NC(=O)Nc1nnc(N(CC)c2ccccc2)s1
→ -14%	-13%	.	20%	-9%	-9	0%	-4%	4%
17. Cc1ccc(NC(=O)C(c2ccccc2)N2CCN(C(=O)c3ccco3)CC2)cc1 (centres undefined)
→ 4%	-11%	-1%	-9%	.	-2	2%	444%[activator]	.
18. O=C(NC(C(=O)c1ccccc1)n1ccc(=O)[nH]c1=O)c1ccccc1 (centres undefined)
→ -9%	-17%	8%	20%	-6%	4	0%	-9%	15%
19. COc1ccc(C2C(C(=O)c3cccs3)=C(O)C(=O)N2c2cccc(C)n2)cc1OC (centres undefined)
→ 2%	-16%	0%	-5%	-6%	0	-2%	?	-1%
20. Cc1cc(C)c(NN=c2c(=O)c3ccccc3c2=O)c(C)c1
→ -8%	3%	15%	30%	-1%	-8	-1%	4%	21%
21. CCOC(=O)c1sc(NC(=O)CN2C(=O)NC3(CCC(C)CC3)C2=O)c(C(=O)OCC)c1C (centres undefined)
→ -3%	-9%	-15%	1%	.	-9	-6%	0%	.
22. Cc1cccc(N2C(=O)CSC23C(=O)N(CC(=O)Nc2cccc(Cl)c2)c2ccccc23)c1 (centres undefined)
→ -9%	-6%	.	2%	-10%	-1	-4%	?	-20%
23. Cc1n[nH]c(C)c1C(=O)CC1(O)C(=O)N(Cc2ccccc2)c2ccc(Br)cc21 (centres undefined)
→ -7%	-13%	3%	-29%	?	1	-2%	-11%	10%
24. Cc1ccc(Sc2ncccc2COC(=O)NC(C)C)cc1
→ -4%	-19%	7%	3%	-7%	-1	3%	4%	-5%
25. NC(=O)c1oc2ccc(Cl)cc2c1N
→ -9%	0%	8%	8%	-12%	-5	-2%	16%	37%
26. COc1ccccc1C(=O)N1N=C(c2ccc(NS(C)(=O)=O)cc2)CC1c1cccs1 (centres undefined)
→ -14%	-8%	-12%	3%	-10%	-2	4%	104%[activator]	40%
27. CC1OC2C(OC1C)N(S(C)(=O)=O)CCN2S(C)(=O)=O (centres undefined)
→ -14%	-11%	-9%	-18%	-9%	-8	1%	0%	2%
28. Cc1ccc(S(=O)(=O)N(CC(=O)Nc2ccccc2-c2ccccc2)c2ccc(C)cc2C)cc1
→ -13%	-16%	-3%	2%	34%[activator]	-5	-10%	7%	-9%
29. Cc1ccc(-n2nc(C)c3c2OC(N)=C(C#N)C3c2ccc(F)cc2)cc1 (centres undefined)
→ 2%	-12%	-1%	-19%	-10%	7	1%	?	-22%
30. COc1ccc(-n2c(C)c(C)c3c(N)ncnc32)cc1
→ -3%	-6%	-7%	-21%	5%	1	7%	-10%	58%
31. COC(=O)Nc1ccc(S(=O)(=O)NCCCCCC(=O)O)cc1
→ -6%	-9%	6%	-9%	-3%	-2	-9%	-4%	-1%
32. CC(=O)Nc1ccccc1OCC(=O)c1cc(C)n(Cc2cccs2)c1C
→ -10%	-5%	1%	-30%	-9%	-3	-2%	-12%	-13%
33. O=C(Nc1nc(-c2ccco2)cs1)c1ccccc1
→ ?	?	?	-51%	-13%	0	1%	?	0%
34. Clc1ccc(-n2nnnc2-c2cnc3ccc(Cl)cc3c2-c2ccccc2)cc1
→ -3%	-24%	0%	-20%	14%	-6	-10%	?	-15%
35. Cc1ccc(-n2c(-c3cccs3)nc3nc4ccccc4nc32)cc1
→ .	.	7%	.	-10%	.	.	-13%	-1%
36. CC1=C(C(=O)OCC2CCCO2)C(c2ccccc2)C2=C(CCCC2=O)N1 (centres undefined)
→ -14%	-18%	0%	6%	41%[activator]	-7	-11%	-28%	8%
37. CCc1ccc(S(=O)(=O)c2nnn3c2nc(NCCNC(C)=O)c2cc(Cl)ccc23)cc1
→ 0%	-13%	.	-3%	-12%	-3	-4%	-3%	-6%
38. CCc1nnc2n1N=C(c1ccccc1)CS2
→ 6%	-14%	13%	-7%	-3%	-2	-3%	?	32%
39. CCOC(=O)C(Cc1ccccc1)C(=O)Nc1cccc(C)c1 (centres undefined)
→ -6%	-14%	16%	15%	-11%	-4	-11%	-12%	39%
40. COc1ccc(C(=O)CC2OC(=O)c3ccccc32)cc1OC (centres undefined)
→ -7%	-10%	0%	3%	3%	-3	-5%	1%	3%
41. CC(CNC(=O)CCCn1c(=O)c2cccn2c2ccccc21)c1ccccc1 (centres undefined)
→ -13%	-6%	.	39%	3%	0	-3%	-29%	1%
42. COC(=O)[C@H](C)NC(=O)NC(C)CCc1ccccc1 (some centres undefined)
→ 10%	-7%	-1%	-31%	-6%	1	1%	-15%	7%
43. Cc1ccccc1OCC(O)Cn1c(=N)n(Cc2ccccc2)c2ccccc21 (centres undefined)
→ -3%	-24%	-1%	-13%	-22%	-3	5%	?	-18%
44. COc1ccc(Cn2c(C3CC3)nc3ccc(NC(=O)c4cccnc4)cc3c2=O)cc1
→ 1%	-6%	25%	-1%	-11%	0	-5%	.	-29%
45. N#C[C@H](Cc1ccc(O)cc1)c1ccc(O)cc1
→ -8%[19.4 µM]	.	-11%	-10%[56.9 µM]	.	.	.	52%[activator]	.
46. CCCOC1CCCN(C(=O)CCc2nnc(-c3ccc4c(c3)OCO4)o2)C1 (centres undefined)
→ -9%	-8%	-8%	9%	-17%	1	12%	?	0%
47. Cc1cc(N)n2nc(-c3ccccc3)cc2n1
→ -5%	?	4%	-27%	3%	-1	-5%	-13%	2%
48. O=C(N/N=C/c1cc(Br)c(Br)o1)c1ccc2c(c1)OCCO2
→ ?	13µM*	32µM*	-17%	1%	9	4%[15.4 µM]	118%[activator]	8.9µM*
49. CCOc1ccc(NC(=O)Cn2c(=O)n(-c3cccc(Cl)c3)c(=O)c3c2c2cc(C)ccc2n3C)cc1
→ 1%	-15%	.	-21%	-2%	-2	0%	-10%	0%
50. COc1ccc(C2SCC(C(=O)NCc3ccc(F)cc3)N2C(C)=O)cc1 (centres undefined)
→ 0%	-11%	-5%	-15%	-4%	-2	-11%	-17%	-3%
51. CCOC(=O)c1ccc(NC(=O)c2nc[nH]c2C(=O)NCc2ccccc2)cc1
→ -1%	-25%	-1%	-4%	-9%	-7	-1%	7%	47%
52. O=C(CSc1ccccn1)Nc1ccc(Br)cn1
→ -7%	-18%	26%	-13%	-7%	-7	9%	-6%	11%
53. CC(C)(CNC(=O)COc1ccccc1Cc1ccccc1)N1CCOCC1
→ -4%	-21%	23%	8%	-11%	-5	9%	?	28%

Two consecutive records out of the list so far:
Order of values – POLK inh	POLH inh	APEX1 inh	RGS4 inh	Apoferritin bind	LDHA block	ERG Ets-DNA blk	ALOX12 inh	Pol beta inh
52. O=C(CSc1ccccn1)Nc1ccc(Br)cn1
→ -7%	-18%	26%	-13%	-7%	-7	9%	-6%	11%
53. CC(C)(CNC(=O)COc1ccccc1Cc1ccccc1)N1CCOCC1
→ -4%	-21%	23%	8%	-11%	-5	9%	?	28%
